NPYLR7 ag = activates Aedes aegypti NPYLR7 receptor. HEK293T NPYLR7/Galpha15, GCaMP6s calcium fluorescence. activation, % at 10 µM. 0.15% of 270,000 active. AID 1259423; in the data active means activation above about 40%;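 further: 0% = vehicle and 100% = reference agonist at the receptor; some compounds past the cut are filed as inactive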
hcGAS lum = human cGAS inhibition; Q8N884; recombinant h-cGAS, ATP depletion, Kinase-Glo luminescence; inhibition, % at 12.5 µM; 0.081% of 290,000 active;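 further: 0% = vehicle reaction and 100% = reaction without DNA for no activity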
Target sequence (Q8N884 whole entry, looked up): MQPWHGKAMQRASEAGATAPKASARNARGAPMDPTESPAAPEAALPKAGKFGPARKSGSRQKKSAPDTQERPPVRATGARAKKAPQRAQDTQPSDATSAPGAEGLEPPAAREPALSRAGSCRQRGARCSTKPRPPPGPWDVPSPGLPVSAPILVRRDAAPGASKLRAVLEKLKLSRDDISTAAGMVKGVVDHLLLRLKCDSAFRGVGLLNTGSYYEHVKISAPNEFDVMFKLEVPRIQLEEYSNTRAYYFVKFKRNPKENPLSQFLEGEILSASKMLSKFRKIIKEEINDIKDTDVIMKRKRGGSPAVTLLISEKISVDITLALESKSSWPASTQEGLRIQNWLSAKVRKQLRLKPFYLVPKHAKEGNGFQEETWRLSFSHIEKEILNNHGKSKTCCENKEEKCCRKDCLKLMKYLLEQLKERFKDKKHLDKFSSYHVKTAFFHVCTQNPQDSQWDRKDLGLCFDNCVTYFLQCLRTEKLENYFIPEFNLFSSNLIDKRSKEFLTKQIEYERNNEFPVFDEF
mcGAS lum = inhibitors of mouse cGAS | Q8C6L5 | AID 1259399 | recombinant cGAS, Kinase-Glo ATP depletion luminescence | 0.15% of 160,000 active | inhibition, % at 12.5 µM;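 further: 0% = negative control wells and 100% = reference inhibitor with no enzyme activity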
* hit, by the source's call; . = no result given; & = joins results of further samples. Unless noted, no stated cut-off is given here; in the data, active means inhibition above about 40%; inactive means the rest.

Each structure is followed by: NPYLR7 ag, hcGAS lum, mcGAS lum
> CC(C)CNC(=O)c1cc(NC(=O)C(Cl)c2ccccc2)ccc1N1CCC(Cc2ccccc2)CC1 (configuration not stated)
    ., -15, -6
> O=[N+]([O-])c1ccc(Cl)c(S(=O)(=O)N2c3cccc4cccc(c34)S2(=O)=O)c1
    0, -7, .
> C=CCN(Cc1ccc(C)s1)C(=O)C1CCCN1S(C)(=O)=O (configuration not stated)
    26, -6, -11
> Cc1ccc(Oc2cnn(C)c(=O)c2Nc2ccc(C(=O)NC3CC3)cc2)cc1C
    25, -6, -6
> COCCCn1ccc2nc3ccn(-c4ncn[nH]4)c(=O)c3cc2c1=O
    2, -6, .
> COc1cccc2ccc(-c3ccc(C(=O)N(C)C)cc3)nc12
    -3, -2, -1
> O=C(CCc1ncc(-c2ccc(Cl)cc2)o1)Nc1ccc(F)c(Cl)c1
    -1, -5, -5
> COCCC(=O)N1CCCCC1CCN1CCCC1 (configuration not stated)
    ., 1, 0
> COc1ccccc1CN1C(=O)O[C@@H]2CN(C(=O)Cc3csc(C)n3)C[C@@H]21
    -1, -5, .
> Cc1sc(NC(=O)c2cc3ccccc3oc2=O)c(C(=O)OC(C)C)c1C
    -6, -4, -5
> CC1CCCC(NC(=O)Cc2cccc3cccnc23)C1C (configuration not stated)
    1, -9, -1
> O=C(NCc1ccccn1)C(C1CCCC1)N1CCN(C(=O)c2cccc(Cl)c2)CC1 (configuration not stated)
    -3, -4, .
> O=C(O)c1ccc2c3c(ccc(C(=O)O)c13)C(=O)NC2=O
    -5, 9, 2
> CCOC(=O)CNC(=O)CSc1nc2c(cnn2Cc2cccc(Cl)c2)c(=O)[nH]1
    -1, -8, .
> O=c1c2c3nc4ccccc4nc3n(-c3cccc(Br)c3)c2ncn1CC1CCCO1 (configuration not stated)
    -1, 2, .
> Cc1c(Cl)cccc1N1C(=O)C2CC=CC(C)C2C1=O (configuration not stated)
    12, -3, -5
> CC1(CO)CC2C(O)C(=O)C3(CO)CC3(C)C2C1 (configuration not stated)
    -11, -3, -3
> CCOC(=O)COC1CCN(C(=O)C2CCC2)CC(=O)N(C)c2ccccc21 (configuration not stated)
    6, -3, -7
> O=C(N1CCN(Cc2nnnn2-c2ccccc2)CC1)C12CC3CC(CC(C3)C1)C2
    -8, -3, -6
> O=C(CSc1ccc(-c2ccc(-n3cccn3)cc2)nn1)N1CCc2ccccc21
    -6, -6, -7
> Cc1ccc(CN(Cc2nc(C(=O)N3CCCCC3)co2)C(C)C(C)C)cc1 (configuration not stated)
    4, -5, -8
> CC1(Cc2ccc(Cl)cc2)C(=O)Nc2c(Cl)ccc(Cl)c21 (configuration not stated)
    4, 3, -4
> COc1ccc(NC(=O)Cn2ccn3nc(-c4ccc(OC)cc4)cc3c2=O)cc1
    23, -4, -7
> CC(=O)N1N=C(c2ccccc2)OC1(C)CC(=O)Nc1ccccc1 (configuration not stated)
    -4, -1, -2
> COc1ccccc1-c1nc2ccc(Cl)cn2c1NCc1ccccc1
    3, -7, -8
> CC(=O)Nc1ccc(SCCCC(=O)N2CCN(c3ccccc3)CC2)nn1
    -1, -9, -10
> O=C(Cc1ccccc1F)N1CCN(S(=O)(=O)c2ccc3c(c2)OCCO3)CC1
    6, -10, .
> CC(C)CNC(=O)c1cc(NC(=O)c2ccccc2Br)ccc1N1CCCC1
    -5, -1, -4
> CCc1noc(C)c1C(=O)N(C)CCCC(=O)O
    1, -7, .
> CN1[C@H]2CC[C@@H]1CN(C(=O)c1ccc(-n3cnnc3)cc1)CC2
    2, -3, -11
> CN(C(=O)c1ccc(CSc2ccc3ccccc3n2)cc1)C(c1ccccc1)c1ccccc1
    2, -4, -4
> O=C(Cn1nc2c(c1NC(=O)COc1ccccc1F)CSC2)NCc1ccccc1
    -5, 9, 1
> COCCCn1c(-c2ccccc2)csc1=Nc1cccc(Cl)c1
    -3, -7, -2
> C=CCNC(=O)NC(=O)CSc1nnc(SC)s1
    -4, -7, .
> Cc1nn(C)c(Cl)c1S(=O)(=O)NC(C)C1CC1 (configuration not stated)
    5, -6, .
> Cn1ncc2c(Nc3ccc(Cl)cc3C(=O)c3ccccc3Cl)ncnc21
    -7, 3, .
> COCC(O)CN(Cc1ccccc1)CC1CC(c2ccc(Cl)cc2)=NO1 (configuration not stated)
    -3, -3, -4
> COc1ccccc1-c1cc(C(=O)N2CCN(Cc3ccc4c(c3)OCO4)CC2)n2nc(-c3ccc(Cl)cc3)cc2n1
    18, -5, -7
> CN(C)c1nc(N)nc(Cn2nnc(-c3ccc4c(c3)OCO4)n2)n1
    -6, -13, .
> CSc1ccc([C@H]2CN3CCC[C@H]3c3ccccc32)cc1
    2, -5, .
> N=c1ncn(CC(O)CO)c2nc(N3CCOCC3)[nH]c12 (configuration not stated)
    -5, -8, -4
> O=C(Nc1ccccc1)c1cccc(-n2cc[nH]c2=S)c1
    5, -5, .
> CC(NC(=O)c1cc(NC(=O)Nc2ccccc2)ccc1N1CCCC1)c1ccccc1 (configuration not stated)
    6, -3, -8
> O=C(OCc1nc(C(=O)NC2CCCCC2)cs1)c1ccccc1
    -8, -2, -5
> O=C(NN1CCOCC1)C1CCCO1 (configuration not stated)
    -2, 1, .
> O=C(c1cccc(F)c1)N1CCN(Cc2ccc3c(c2)OCO3)CC1
    0, -6, -8
> COc1cccc2cc(C(=O)NC(C)=O)c(=Nc3ccc(C)cc3)oc12
    2, -5, -6
> Cc1ccc(C(=O)CSc2nc(N)c(C#N)c(-c3cccs3)c2C#N)c(C)c1
    -3, 1, -10
> Cc1ccsc1C(=O)N1CCN(CC(OCc2ccc(C#N)cc2)c2cccc(N3CCCC3)c2)CC1 (configuration not stated)
    7, -9, -8
> CC(C)(NC(=O)NC1CCc2[nH]c3ccccc3c2C1)c1cccc(C(C)(C)NC(=O)NC2CCc3[nH]c4ccccc4c3C2)c1 (configuration not stated)
    2, -2, -3
> O=C(c1cc(-c2cccnc2)nc2ccccc12)N1CCCC(CO)(Cc2ccccc2)C1 (configuration not stated)
    5, -6, .
> CN(Cc1ccco1)C(=O)NCCCOc1ccc(F)cc1
    5, -8, -15
> O=C(CNC(=O)C1CC(c2ccc(Cl)cc2)=NO1)NC1CC1 (configuration not stated)
    10, -5, -3
> COc1ccccc1OC1CCN(C2CCCNC2)CC1 (configuration not stated)
    8, -9, .
> COCCOc1ncccc1-c1noc([C@@H]2CCCN2Cc2c[nH]c3ccccc23)n1
    -9, -5, -9
> CCn1nc(C(=O)N2CCC(N(C)C)C2)cc1-c1cc(C)sc1C (configuration not stated)
    11, -5, .
> COc1ccc(-c2nnc(SC(C)C(=O)N3CCCC3)n2C(C)C)cc1 (configuration not stated)
    0, 4, -1
> Cn1c(C2CCN(S(C)(=O)=O)CC2)nn(CC(=O)NCc2ccc(F)cc2)c1=O
    -2, -5, -6
> CCOC(=O)c1sc2nc(C)nc(NC3CCCCC3)c2c1C
    -7, -4, -14
> CC(C)NC(=O)Cc1csc(-c2ccsc2)n1
    -11, 0, .

Other records
Each structure is followed by: NPYLR7 ag, hcGAS lum, mcGAS lum
> COCCCN(CC(=O)Nc1cc(C(C)(C)C)nn1-c1ccccc1Cl)C(=O)c1cc(C(F)(F)F)cc(C(F)(F)F)c1
    -2, -13, -6
> Cc1ccc(Cl)cc1Nc1ncccc1C(=O)NCCc1ccccc1F
    -13, -4, -3
> Cc1oc(-c2cccc(F)c2F)nc1CN1[C@@H]2CC[C@H]1CC(O)C2 (some centres not stated)
    1, -4, .
> Cc1cccc(N=Cc2nc(-c3ccccc3)oc2O)n1
    -7, -6, -6
> O=C(Nc1ccc(F)c(F)c1)c1ccc2nc[nH]c2c1
    6, -3, .
> CCC/C=C/c1ccc(-c2nn[nH]n2)cc1
    8, -5, .
> CCCn1c(C)cn2c3c(=O)n(CC(C)C)c(=O)n(C)c3nc12
    6, -9, .
> O=C(CNC(=O)CNC(=O)c1cccs1)NCC1(N2CCOCC2)CCCCC1
    3, -8, -6
> NC1CC(=O)N(CCc2ccc(F)cc2)C1 (configuration not stated)
    -4, -1, .
> CNS(=O)(=O)c1cc(-c2ccc(NC3CCCC(C)C3C)nn2)ccc1C (configuration not stated)
    -11, -4, -7
> CCC(CC)(CCCNC(=O)C(C)S(C)(=O)=O)C1OCCO1 (configuration not stated)
    -1, -10, .
> Clc1cc(Cl)c2nnc(SCc3ccc(Br)cc3)n2c1
    4, -7, .
> Cc1nn(-c2ccccc2)c2[nH]cc(C(=O)N3CCc4ccccc43)c(=O)c12
    -1, 7, 2
> Oc1oc(-c2ccc(Br)cc2)nc1C=Nc1ccc(Br)cc1
    -1, -4, .
> CCOC(=O)c1cccc(NC(=O)N2CCC(Cc3ccc(C(N)=O)cc3)CC2)c1
    2, -4, -8
> COc1ccc(-n2nnnc2CNC(=O)Cc2ccc([N+](=O)[O-])cc2)cc1
    6, -8, -8
> COc1cc(C)ccc1OCc1cc(C(=O)N(Cc2c(C)nn(C)c2C)C2CC2)no1
    4, -1, -2
> O=C(CSc1nnc(CNC(=O)c2ccco2)n1-c1ccc([N+](=O)[O-])cc1)Nc1cc(C(F)(F)F)ccc1Cl
    -9, -5, .
> CCCCCCCCn1c(NCCC)nc2c1c(=O)[nH]c(=O)n2C
    6, -6, .
> CC(C)c1ccc(O)c(C(=O)N2CCC(CN3CCOCC3)CC2)c1
    -16, -11, .
> CCC(C)NC(=O)CN1CN(c2ccccc2)C2(CCN(C(=O)c3ccc(Cl)c([N+](=O)[O-])c3)CC2)C1=O (configuration not stated)
    -5, -17, -5
> CCC(=S)N(CCc1ccc(OC)cc1)C1CC(=O)N(c2ccc(F)cc2)C1=O (configuration not stated)
    -5, -5, -8
> CCSC1CCCCN(C(=O)NC(C)c2cnn(C)c2)C1 (configuration not stated)
    2, -4, .
> Cc1cccc(NC(=O)Nc2ccc(N(C)C)nc2)c1
    -2&-3, -9&-2, -3
> COc1cccc(C2CCCN2C(=O)CCn2nnnc2CN2CCOCC2)c1 (configuration not stated)
    6, -5, .
> C#CCn1c(=NC(=O)CC)sc2cccc(OCC)c21
    3, -4, -5
> CN1CC(=O)N2CCN(C(=O)c3cccc4nccnc34)CC2C1=O (configuration not stated)
    9, -5, -13
> Cc1nccn1C(C)C(=O)N1CCC(c2cc(Cc3ccccc3)[nH]n2)CC1 (configuration not stated)
    24, -6, .
> COc1ccc(N=C2NN=C(c3ccccc3)CS2)cc1OC
    -3, 0, .
> O=S(=O)(c1ccccc1)N(CC(F)(F)F)c1ccc(C(O)(C(F)(F)F)C(F)(F)F)cc1
    7, -6, .
> CC(C(=O)NC1CC1)N1CCc2[nH]nc(C(c3ccccc3)c3ccccc3)c2C1 (configuration not stated)
    4, -6, -13
> Cc1cc(C)nc(Nc2n[nH]c(-c3ccccc3Br)n2)n1
    1, -19, -7
> O=C(O)c1cc(-c2cc3ccccc3o2)on1
    -2, -12, .
> COc1cc([N+](=O)[O-])ccc1NC(=O)CCSc1ccc(C)cc1
    -4, 2, .
> COc1cccc2c1CCC1=CC(=O)CC[C@@]12C
    ., -4, -3
> CC(=NNC(=S)NC(C)C)c1ccccn1
    1, 3, .
> COc1cn(CC(=O)Nc2ccc(C(F)(F)F)cc2)c(CN2CCC(C)CC2)cc1=O
    -1, -5, -8
> CN1C(=S)N(c2ccc(Cl)c(Cl)c2)C(=O)/C1=C\c1cccc(OCCO)c1
    24, -2, -2
> Cc1cc(C)n(-c2n[nH]c(=S)n2N=Cc2ccc(F)cc2)n1
    2, -3, .
> COCCCNc1nc2nonc2nc1N(C)Cc1ccc(F)cc1
    -6, -3, .
> CCn1cc2c(c1-c1ccc(OC)cc1)c(=O)n(C)c(=O)n2C
    11, -10, .
> NC(=O)C1CCN(C(=O)c2cc(=O)c(OCc3ccc(F)cc3)c[nH]2)CC1
    -1, -9, .
> CNC(=O)C1=C(C)Nn2c(nc3scc(-c4ccccc4)c3c2=O)S1
    3, 2, -8
> COc1cccc(/C=N\Nc2nnc(C)n2N)c1OCc1ccccc1Cl
    -14, 0, .
> O=C(O)CCn1c(O)c(C2=c3cc(Br)ccc3=NC2=O)sc1=S
    -2, 7, -4
> CCOc1nc(-c2ccccc2C)n(-c2ccc(NC(=O)C(C)(C)CCl)cc2)n1
    11, -2, -4
> O=C(O)c1c[nH]c2ccc(C(F)(F)F)cc2c1=O
    6, -3, -3
> O=C(CCC1CCCN(Cc2ccc3nsnc3c2)C1)Nc1ccccc1F (configuration not stated)
    8, -8, .
> CCNC(=O)[C@@H]1C[C@@H](N)CN1C(=O)c1cc(C(F)(F)F)ccc1Cl
    -4, -12, .
> Cc1cc(C(=O)N(C)C(C)c2nc(C)sc2C)c2c(C)noc2n1 (configuration not stated)
    17, -4, .
> CCN(CC1COc2ccccc2O1)C(=O)NCc1sccc1C (configuration not stated)
    10, -12, .
> CCN(CC#CCC(C)OCCC#N)c1ccccc1 (configuration not stated)
    0, -18, -8

Complete entries from above. Values in the order: NPYLR7 ag	hcGAS lum	mcGAS lum
CN1C(=S)N(c2ccc(Cl)c(Cl)c2)C(=O)/C1=C\c1cccc(OCCO)c1 reads 24	-2	-2
COCCCNc1nc2nonc2nc1N(C)Cc1ccc(F)cc1 reads -6	-3	.
CCN(CC1COc2ccccc2O1)C(=O)NCc1sccc1C (configuration not stated) reads 10	-12	.
CNC(=O)C1=C(C)Nn2c(nc3scc(-c4ccccc4)c3c2=O)S1 reads 3	2	-8

Nothing new here: entries from further up.
Each structure is followed by: NPYLR7 ag, hcGAS lum, mcGAS lum
> CCN(CC1COc2ccccc2O1)C(=O)NCc1sccc1C (configuration not stated)
    10, -12, .
> CCN(CC#CCC(C)OCCC#N)c1ccccc1 (configuration not stated)
    0, -18, -8
